rCAG RNA binder: r(CAG) repeat RNA binding. TO-PRO-1 dye displacement fluorescence. 370,000 compounds, 1.3% hits. AID 651821. inhibition, % at 3 µM;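 active = inhibition above the plate cutoff, the mean of all test compounds on that plate plus 3 SD, cut at about 35% in these data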;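 also: 0% = DMSO alone and 100% = 100 µM mitoxantrone as full dye displacement; higher means more dye released from RNA so lower well fluorescence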
PG9 binder: small molecules binding HIV-1 gp120 antibody PG9; TR-FRET gp120-PG9 antibody binding; inhibition, % at 6.7 µM; 360,000 compounds, 0.43% hits; AID 624416; in the data active = inhibition above about 8.5%
LEDGF integ inh: blocks HIV-1 LEDGF/p75-dependent DNA integration; TR-FRET IN-LEDGF/p75 DNA integration, Eu/Cy5; inhibition, % at 3.7 µM; 370,000 compounds, 0.64% hits;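 active = inhibition above the screen-wide mean plus 3 SD, cut at about 13% in these data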;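 also: signal is the Cy5 over europium emission ratio at 671 and 618 nm; 0% = plate median of compound wells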
PRMT1 FP inh: inhibitors of human PRMT1. Q99873. recombinant PRMT1, activity-based probe fluorescence polarization. inhibition, % at 2.79 µM. 370,000 compounds, 1.3% hits;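 active = inhibition above about 21% made by adding two undisclosed values, limit read from the data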
NR1D1 modulator: modulates human Rev-erb alpha binding to DNA. P20393. Rev-erbα–FITC-DNA binding, fluorescence polarization, 90 min. activity, % at 10 µM. 370,000 compounds, 0.79% hits. AID 1259318;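 active = activity above about 14%, limit read from the data; passing the limit was not always enough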;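 also: 0% = DMSO wells with 35 nM protein and 100% = DMSO wells with 750 nM protein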
UHRF1 binding: blocks human UHRF1 binding to methylated DNA | Q96T88 | UHRF1 binding to methylated oligo, TR-FRET | inhibition, % at 4.4 µM | 370,000 compounds, 0.75% hits; in the data active = inhibition above about 21%;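 also: UHRF1 SRA domain binding a hemimethylated CpG hairpin DNA probe; 0% = median of test compound wells and 100% = reference inhibitor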
HTRA1 inh: HTRA1 (human) protease inhibition | AID 504803 | recombinant HTRA1, FP-rhodamine activity-based probe, fluorescence polarization | 340,000 compounds, 0.5% hits | inhibition, % at 5.96 µM; in the data active = inhibition above about 36%;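 also: 0% = enzyme with DMSO and 100% = wells lacking enzyme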
TCR CD3 inh: blocks the human TCR-CD3 interaction; inhibition, % at 9.4 µM; AID 651800; 360,000 compounds, 0.37% hits; TAMRA-labeled TCR probe fluorescence, biochemical; in the data active = inhibition above about 19%;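 also: recombinant mutant TCR 2C K166C tagged with TAMRA read by polarization; 0% = receptor in buffer alone and 100% = receptor with positive control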
ABHD4 inh: inhibits mouse alpha/beta hydrolase domain 4 | purified mABHD4, FP-Rh probe fluorescence polarization | Q8VD66 | AID 720543 | inhibition, % at 8.92 µM | 370,000 compounds, 0.54% hits;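 active = inhibition exceeding the mean over every tested compound plus 3 SD, cut at about 30% in these data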;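 also: 0% = plate median of compound wells and 100% = S159A mutant with DMSO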
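assay system = mABHD4 protein | compound dosing = single nominal dose of 8.92 µM, 0.89% DMSO final | read-out basis = percent inhibition of probe binding, normalized to plate controls | schedule = Enzyme–compound pre-incubation 45 min, then probe 60 min, both 25 °C | detection = fluorescence polarization, excitation 525 nm, emission 598 nm, BODIPY TMR filters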
MBD2 DNA inh: MBD2-methylated oligo binding inhibition; AID 686964; 370,000 compounds, 0.31% hits; Q9UBB5; inhibition, % at 4.4 µM; TR-FRET, MBD2 binding to methylated oligonucleotide; in the data active = inhibition above about 13%
Active calls of the source: *; / = no result given; & = joins results of further samples. The list is partial; count on the stated rates, not on these rows.

Under each structure – rCAG RNA binder	PG9 binder	LEDGF integ inh	PRMT1 FP inh	NR1D1 modulator	UHRF1 binding	HTRA1 inh	TCR CD3 inh	ABHD4 inh	MBD2 DNA inh
- COc1ccc(CN2CN(S(=O)(=O)c3cccs3)c3nc4ccccc4nc32)cc1
    0.9	1.0	-0.7	1.1	-4.1	0.7	-1.4	4.7	6.0	1.7
- CCS(=O)(=O)Nc1cccc(C2=NN(S(=O)(=O)c3ccccc3)C(c3cccs3)C2)c1 (stereo unspecified)
    8.9	-0.2	-2.5	-0.8	-1.2	-1.1	-12.1	-0.2	-4.6	2.1
- COc1ccc(-c2nnc(SCC(=O)c3ccc[nH]3)o2)cc1
    2.7	-2.0	3.4	-2.2	-5.2	-3.6	-4.4	7.7	-0.7	-5.3
- O=C(N/N=C/c1ccsc1)c1cc(-c2ccncc2)nc2ccccc12
    4.2	-1.4	-1.0	1.6	-2.8	-3.5	-12.6	-3.9	-5.5	4.5
- Cc1cc(Nc2cccc(C(F)(F)F)c2)cc(=O)n1-c1cccc(C(F)(F)F)c1
    0.5	-2.1	-0.9	0.3	-1.6	1.3	/	-2.8	3.7	3.6
- COc1ccc(NC(=O)c2ccco2)cc1S(=O)(=O)N1CCCCC1
    -5.2	-1.1	-0.3	2.7	-2.0	0.8	-1.8	-12.0	1.4	3.1
- Cn1c(N)c(C(=O)COC(=O)CNS(=O)(=O)c2ccc(Cl)c(Cl)c2)c(=O)n(C)c1=O
    3.5	-1.9	5.2	-1.4	-5.1	-1.4	-4.2	4.9	-3.5	0.1
- COc1ccc(-c2nc(CS(=O)CC(=O)NCc3ccco3)c(C)o2)cc1 (stereo unspecified)
    5.2	-2.4	0.2	0.9	-0.1	-1.3	-0.3	9.0	0.7	0.2
- OC(COc1cccc(OCC(O)CN2CCOCC2)c1)CN1CCOCC1 (stereo unspecified)
    1.1&-5.7	-0.9&-1.2	-0.3&3.3	-2.4&0.1	-1.6&-2.6	0.2&6.5	2.3&0.2	5.8&-3.7	2.3&2.3	-3.0&0.4
- Cc1n[nH]c(C)c1CCc1nc2c3ccccc3nc(SCC(=O)Nc3ccccc3F)n2n1
    1.5	-0.4	2.9	0.4	-15.2	-2.5	-12.6	-0.1	-9.3	2.0
- CC1=C(C(=O)OC2CCCCCCC2)C(c2cc3c(cc2Br)OCO3)CC(=O)N1 (stereo unspecified)
    2.9	1.2	-0.1	-1.4	22.8*	-3.2	-3.0	-1.4	2.7	0.8
- O=C1Nc2ccccc2-c2nnnn2C1N1CCCCC1 (stereo unspecified)
    1.9	-1.0	-1.2	6.0	-2.6	-2.2	/	0.8	1.9	1.4
- O=C(Nc1ccc2oc(-c3ccc(F)cc3)nc2c1)c1ccccc1F
    9.1	6.4	-0.1	-0.5	40.6*	3.5	-21.5	-6.2	-12.6	3.1
- CS(=O)(=O)Nc1cccc(NC(=O)c2ccc(-c3ccc(F)c(F)c3)c3ccoc23)c1
    10.9	-1.6	-1.5	-1.5	5.3	-0.9	/	8.4	-69.9	4.3
- COc1ccc(CCNC(=O)c2[nH]c(C)c(C(C)=O)c2C)cc1
    3.2	-1.4	-2.0	-1.7	0.1	-0.6	1.8	-2.2	-6.5	-0.1
- CC(=O)c1ccc(N/C=C/C(=O)c2ccc(Br)cc2)cc1
    -1.4	-1.1	-5.5	1.5	-0.1	-0.7	4.0	-3.2	7.7	-0.8
- CC(C)Nc1nc(NC(C)C)nc(OCCOC(=O)c2ccccc2)n1
    -7.6	-1.7	-2.4	1.2	5.8	-0.1	-7.1	6.0	0.6	0.7
- Cc1ccc(NS(=O)(=O)c2ccc3[nH]c(=O)c(=O)[nH]c3c2)cc1Cl
    13.2	0.1	2.5	1.7	-6.7	1.5	-8.3	7.0	-14.3	-0.6
- CCOc1cccc(CN2CCCC(C(=O)Nc3ccc(-c4ccn[nH]4)cc3)C2)c1O (stereo unspecified)
    -0.1	-1.2	-0.5	-2.6	1.2	3.2	-10.6	9.3	-10.3	5.0
- CCc1nnc(SCc2ccc(CSc3nnc(CC)n3N)cc2)n1N
    0.5	-0.1	2.2	1.2	2.3	-1.3	-2.2	0.1	-5.1	-4.3
- Cc1cccc(Nc2nc(N)nc(CN3CCC(C)CC3)n2)c1C
    -2.8	1.4	2.2	-2.3	2.7	-2.0	-0.5	1.2	-12.1	2.9
- O=[N+]([O-])c1ccc2c(c1)C(=NO)c1cc(F)ccc1-2
    12.3	0.7	-3.9	1.3	4.8	-14.8	-21.0	3.1	-8.9	-2.4
- COc1ccccc1C(=O)N/N=C(\C)CC(=O)Nc1ccc(Nc2ccccc2)cc1
    9.2	-5.7	-0.8	2.4	-5.0	-3.5	8.1	-0.9	10.9	-0.8
- Cc1cc(C)n2nc(C)c(-c3ccc(Cl)cc3)c2n1
    -2.2	-4.0	-0.6	2.1	-4.7	-0.6	-2.2	-1.6	2.8	-0.3
- Cc1ccc(CS(=O)(=O)Cc2ccc(C(=O)NCCCN3CC(C)CC(C)C3)o2)cc1 (stereo unspecified)
    -6.7	1.2	-0.2	1.7	-1.6	0.3	-3.6	1.9	-3.4	-7.0
- O=C(Nc1nccs1)C(F)(F)C(F)(F)C(F)(F)C(=O)Nc1nccs1
    1.5	-1.3	-0.3	0.4	-5.0	-0.4	1.8	-1.1	8.6	-4.2
- COC(=O)c1cnn(-c2ccc(F)cc2F)c1/C=N/NC(N)=S
    -2.7	-3.0	-1.1	-3.4	-3.4	-2.0	-0.2	-1.2	4.6	-5.0
- C[C@@H]1CN([C@@H](C)CO)C(=O)CCCn2cc(nn2)CO[C@H]1CN(C)C(=O)Nc1cccc(C(F)(F)F)c1
    0.0	-2.6	-5.3	3.7	-4.3	0.5	/	-4.5	8.6	-1.2
- CCOc1ccc(/C=N/NC(=O)C(C)N(c2ccc(OC)cc2)S(C)(=O)=O)cc1OCC (stereo unspecified)
    -5.5	-0.6	-2.2	1.3	2.9	1.1	-2.1	-6.5	6.6	2.0
- O=C(CCCN1CCC(O)(c2ccc(Cl)cc2)CC1)c1ccc(F)cc1
    1.8	-0.7	3.4	-6.4	-3.1&-7.6	-2.2	1.4	-0.1	4.0	-3.6

A draw from above in order of length of the SMILES, smallest number first.
Under each structure – rCAG RNA binder	PG9 binder	LEDGF integ inh	PRMT1 FP inh	NR1D1 modulator	UHRF1 binding	HTRA1 inh	TCR CD3 inh	ABHD4 inh	MBD2 DNA inh
- COc1ccc(-c2nnc(SCC(=O)c3ccc[nH]3)o2)cc1
    2.7	-2.0	3.4	-2.2	-5.2	-3.6	-4.4	7.7	-0.7	-5.3
- OC(COc1cccc(OCC(O)CN2CCOCC2)c1)CN1CCOCC1 (stereo unspecified)
    1.1&-5.7	-0.9&-1.2	-0.3&3.3	-2.4&0.1	-1.6&-2.6	0.2&6.5	2.3&0.2	5.8&-3.7	2.3&2.3	-3.0&0.4
- O=C(Nc1ccc2oc(-c3ccc(F)cc3)nc2c1)c1ccccc1F
    9.1	6.4	-0.1	-0.5	40.6*	3.5	-21.5	-6.2	-12.6	3.1
- COc1ccc(CN2CN(S(=O)(=O)c3cccs3)c3nc4ccccc4nc32)cc1
    0.9	1.0	-0.7	1.1	-4.1	0.7	-1.4	4.7	6.0	1.7
- Cc1ccc(NS(=O)(=O)c2ccc3[nH]c(=O)c(=O)[nH]c3c2)cc1Cl
    13.2	0.1	2.5	1.7	-6.7	1.5	-8.3	7.0	-14.3	-0.6
- Cc1cc(Nc2cccc(C(F)(F)F)c2)cc(=O)n1-c1cccc(C(F)(F)F)c1
    0.5	-2.1	-0.9	0.3	-1.6	1.3	/	-2.8	3.7	3.6
- CCS(=O)(=O)Nc1cccc(C2=NN(S(=O)(=O)c3ccccc3)C(c3cccs3)C2)c1 (stereo unspecified)
    8.9	-0.2	-2.5	-0.8	-1.2	-1.1	-12.1	-0.2	-4.6	2.1

Next part.
Under each structure – rCAG RNA binder	PG9 binder	LEDGF integ inh	PRMT1 FP inh	NR1D1 modulator	UHRF1 binding	HTRA1 inh	TCR CD3 inh	ABHD4 inh	MBD2 DNA inh
- Nc1ccccc1Sc1ccc(C(=O)c2ccccc2C(=O)O)cc1[N+](=O)[O-]
    63.7*	-0.4	4.9	72.3*	-6.3	9.3	1.2	-12.0	-11.7	-5.3
- COC(=O)c1nn(-c2ccccc2)c(Cl)c1/C=N/OCc1c(Cl)cccc1Cl
    -0.4	0.1	-2.4	4.1	9.8	-1.7	2.5	2.3	-0.1	3.6
- O=C(NC1CCCCCCC1)c1ccco1
    1.2	-1.1	6.4	-2.4	8.5	10.3	8.5	-5.2	-8.4	-1.6
- CCOC(=O)C1CCN(C(=O)COc2ccc(Br)cc2Br)CC1
    -7.8	0.0	9.7	-1.9	/	0.0	-1.9	0.8	-13.7	-3.0
- O=C(NNC(=O)C12CC3CC(CC(Cl)(C3)C1)C2)c1ccncc1
    1.9	-1.2	5.2	0.0	0.0	1.9	0.9	2.0	1.1	-1.6
- CCOC(=O)CNC1CC(=O)N(c2cccc(Cl)c2)C1=O (stereo unspecified)
    1.4	-0.2	-0.8	0.9	0.5	1.1	3.6	0.9	-3.8	-3.4
- CC1(C)Cc2c(sc(NC(=O)C(=O)NCCCN3CCOCC3)c2C#N)CO1
    1.5	1.2	3.3	-4.8	-2.8	-2.6	4.0	4.8	3.2	-6.4
- O=C(O)CN1C(=O)/C(=C\c2cccc(OCc3ccc(Cl)cc3)c2)SC1=S
    78.4*	-0.7	2.2	6.7	-2.2	-1.9	-48.6	5.2	-25.2	-4.1
- Cc1ccc(/C=N/NC(=O)c2ccoc2C)o1
    0.3	-0.6	0.5	-0.9	7.4	0.5	1.9	5.3	-0.5	-3.6
- C[C@H]1CN([C@@H](C)CO)C(=O)CCCn2nncc2CO[C@H]1CN(C)S(=O)(=O)c1ccc2ccccc2c1
    2.8	0.1	0.6	2.2	1.3	1.4	6.8	-7.3	4.5	6.8
- Cn1c(SCc2ccc(C#N)cc2)nnc1-c1cccc(Cl)c1
    -3.6	1.0	6.9	-3.5	1.7	0.4	-0.2	0.3	-9.2	-5.1

Screening data as filed in PubChem BioAssay.
